Screens deposited in PubChem BioAssay by Broad Institute.
GSIS activator = GLuc luminescence reporter in INS-1E cells, primary screen for activators of glucose-dependent secretion of insulin. INS-1E GLuc reporter insulin secretion, 2-3 h. activation, % at 16.6 µM. actives 0.61% (n = 370,000);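 active = lowest replicate activation of at least 40%, so every replicate reaches that level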;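 note: 0% = median of neutral control wells and 100% = median of IBMX positive control wells; some compounds called inactive have numbers as strong as hits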
PAX8 reporter = lowers PAX8-driven luciferase in RMG-I cells. RMG-I TPO-luciferase reporter, SteadyGlo, 24 h. inhibition, % at 12.6 µM. actives 1.2% (n = 360,000). AID 652154;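 active = mean replicate inhibition at least 60% with every replicate also reaching 60%; inconclusive = only one of the two criteria is met; inactive = mean below 60% and not all replicates reaching 60%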;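 note: luciferase light reporting Pax8 driven TPO promoter activity; plate controls were median of neutral control wells for no effect and mitoxantrone controls for full effect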
F508del corr = correctors of CFTR F508del function in bronchial epithelial cells. actives 0.36% (n = 350,000). CFBE cells, YFP halide quenching; stimulated with forskolin plus potentiator P3; % fluorescence drop versus neutral controls. activity (quench increase), % at 7.58 µM;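 active = mean added fluorescence quench of at least 8% versus neutral control, with both replicates also reaching 8%; inconclusive = only one of the mean or replicate conditions met; inactive = mean below 8% and not both replicates reaching 8%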;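 note: cells transiently co-express mutant CFTR-F508del with the halide-sensitive YFP; corrector assay measuring rescue of mutant channel to the surface after 24 h compound exposure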
XiGFP reactiv = reactivates the inactive X chromosome in mouse fibroblasts; XiGFP mouse fibroblasts, % GFP-positive cells imaging, 3 d; cells co-treated with 5-aza-dC sensitizer; scaled so ellipticine positive control = 100%; activation, % at 7.58 µM; actives 0.055% (n = 360,000); AID 743238;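 active = mean normalized replicate activation at least 10% and every replicate at or above 10%; inconclusive = only one of the two criteria met; inactive = mean below 10% and not all replicates reach 10%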;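 note: 0% = median of on-plate neutral control wells and 100% = ellipticine 6 µM median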
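System: 68-5-11 XiGFP fibroblast line | Buffer or medium: DMEM containing 5-aza-dC | Compound: Single point | Times: Compounds 3 days, fix/stain 15 min at room temperature | Benchmarks: Positive control ellipticine, 6 µM final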
EWS-Fli block = inhibitors of EWS/Fli oncoprotein transcriptional activity; inhibition, % at 12.6 µM; actives 0.67% (n = 350,000); A673 NR0B1-luciferase reporter, viability-normalised;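 active = mean inhibition of at least 50% after viability correction, with every replicate also passing that limit; inconclusive = mean reaches 50% but only one of two replicates passes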;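 note: firefly luciferase signal divided by Alamar Blue viability fluorescence both relative to DMSO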
ERp5 inh = inhibitors of human ERp5; Q15084; ERp5 insulin aggregation, absorbance 650 nm, 90 min; inhibition, % at 9.99 µM; actives 0.05% (n = 350,000); AID 651711;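 active = mean replicate inhibition above about 25%, with every replicate also reaching it, limit read from the data, passing the limit was not always enough; inconclusive = only one of those two criteria met; inactive = neither criterion met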
Target sequence (Q15084 whole entry, looked up): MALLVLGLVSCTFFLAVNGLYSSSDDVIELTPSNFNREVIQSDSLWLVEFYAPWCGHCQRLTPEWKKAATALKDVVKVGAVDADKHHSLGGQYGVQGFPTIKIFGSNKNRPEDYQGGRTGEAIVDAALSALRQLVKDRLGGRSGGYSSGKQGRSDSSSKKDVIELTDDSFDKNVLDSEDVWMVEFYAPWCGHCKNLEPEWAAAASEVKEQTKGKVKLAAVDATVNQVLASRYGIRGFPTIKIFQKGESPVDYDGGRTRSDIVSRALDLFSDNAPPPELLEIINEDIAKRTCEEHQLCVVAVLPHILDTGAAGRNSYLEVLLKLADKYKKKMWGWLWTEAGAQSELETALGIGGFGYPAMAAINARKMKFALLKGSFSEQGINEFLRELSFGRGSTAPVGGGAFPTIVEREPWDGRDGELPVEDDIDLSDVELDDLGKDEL
DENV2 CPE = DENV2-induced cell death inhibition | DENV2-infected cells, cytopathic effect rescue, plate reader | CPE inhibition, % at 9.99 µM | actives 1.7% (n = 350,000) | AID 651640; in the data active = CPE inhibition above about 20%, passing the limit was not always enough; inconclusive = no clear call, values can overlap the other calls; tested in BHK-21 cells;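 note: 0% = median of neutral control wells and 100% = median of positive control wells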
ARNT-TACC3 inh = ARNT/TACC3 interaction disruption. inhibition, % at 9.99 µM. actives 0.66% (n = 390,000). AlphaScreen His-ARNT PAS-B/GST-TACC3 binding, luminescence; TACC3 fragment carries E629A point mutation. Q9Y6A5;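 active = mean inhibition of replicates at least 50% and at least half of replicates each reaching 50%; inconclusive = half or more replicates reach 50% but mean below 50%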;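 note: 0% = complete ARNT plus TACC3 wells and 100% = ARNT alone without TACC3; many hits fall short of the cut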
Active calls of the source: *; ? = inconclusive; . = not tested or not shown. No enrichment for hits. Share with any hit: about 4.2%.

Each structure is followed by: GSIS activator	PAX8 reporter	F508del corr	XiGFP reactiv	EWS-Fli block	ERp5 inh	DENV2 CPE	ARNT-TACC3 inh
> Nc1nccc(NCCSCc2ccccc2)n1
→ -30	.	-0.6	0.0	8	-4	-6	5
> COC(=O)[C@H]1[C@H](CO)[C@H]2Cn3c(ccc(C4=CCCCC4)c3=O)[C@H]2N1CC1CCCCC1
→ -14	-8	-1.8	0.0	1	-6	?	3
> O=C(N/N=C/C1=C(N2CCOCC2)C(=C\c2ccccc2)/CC1)Nc1ccccc1
→ 69	-9	.	0.2	.	.	.	0
> Cc1cc(C)c(C)c(S(=O)(=O)NCC(=O)NCc2ccco2)c1C
→ 20	13	.	0.0	.	.	.	-5
> Cc1ccc(CC(=O)N2CCN(C(=O)c3ccco3)CC2)cc1
→ 4	-20	-1.3	0.0	0	0	3	1
> N#C[C@H]1[C@H](c2ccc(-c3cccnc3)cc2)[C@H](CO)N1C(=O)Nc1ccc(F)cc1
→ -25	-25	1.2	0.1	0	6	5	-6
> CC(C)(C)c1ccc(S(=O)(=O)N2CCNC(=O)C2)cc1
→ -7	0	-1.9	0.1	8	3	-2	-10
> O=c1[nH]ncc(N2CCCC2)c1Cl
→ -10	7	3.2	0.0	8	3	.	1
> O=C(NCC[C@H]1CC[C@H](NC(=O)C2CC2)[C@H](CO)O1)c1cc(Cl)cc(Cl)c1
→ 9	.	-3.3	-0.1	4	6	1	-17
> Cc1cc(C)n(CC(=O)N/N=C/c2ccccn2)n1
→ 0	1	.	0.1	.	.	.	12
> CC(C)(C)NC(=O)c1ccc2c(c1)N(CC(=O)N1CCCC1)C(=O)C(C)(C)O2
→ -11	5	0.3	0.0	6	2	6	12
> CC(C)NC(=O)Nc1cccc2c1O[C@H](CN(C)Cc1ccc(C(F)(F)F)cc1)[C@@H](C)CN([C@@H](C)CO)C2=O
→ -20	10	4.1	-0.1	5	-5	16	2
> O=C(NC1CC2CCCC(C1)N2Cc1ccc(F)cc1)c1ccc(F)cc1 (stereo not drawn)
→ -12	15	0.3	0.0	4	1	-4	1
> CC(NC(=O)c1ccc(OC2CCN(C(=O)c3cccnc3)CC2)cc1)C1CC1 (stereo not drawn)
→ -1	5	1.2	0.0	2	0	-9	2
> Cc1ccc(CNC(=O)C2CCN(S(=O)(=O)c3c(C)noc3/C=C/c3ccco3)CC2)cc1
→ -29	83*	0.8	-0.1	27	8	12	-1
> Cc1ccc(CN2C(=O)C[C@@H](NC(=O)OCC3c4ccccc4-c4ccccc43)C/C=C\C2c2ccc(C)cc2)cc1 (stereo partly drawn)
→ 11	22	1.2	0.0	0	2	1	.
> CCCC#Cc1ccc2c(c1)O[C@H](CN(C)C(=O)CC)[C@H](C)CN([C@H](C)CO)S2(=O)=O
→ -13	1	-0.7	0.2	0	2	-3	9
> COCCCN(C(=O)Cc1csc(-c2cccc(Cl)c2)n1)c1c(N)n(Cc2ccccc2)c(=O)[nH]c1=O
→ 8	-21	-0.2	0.1	2	4	4	0
> CC1CCN(CC(=O)Nc2cccc([N+](=O)[O-])c2)CC1
→ 9	.	1.8	.	12	3	-3	2
> CCOC(=O)/C=C1\SCC(=O)N1CC(=O)Nc1cccc(F)c1
→ 9	3	-3.3	0.1	-5	-4	4	6
> C[C@H]1CN([C@@H](C)CO)C(=O)c2cc(/C=C/c3ccccc3)cnc2O[C@H]1CN(C)C(=O)Nc1ccc(C(F)(F)F)cc1
→ -9	.	3.4	-0.6	15	0	2	15
> CCC1NC(=O)c2cccnc2-n2c1nc1cc(F)ccc1c2=O (stereo not drawn)
→ .	6	-1.7	0.1	-2	-16	11	.
> COc1cc(OC)cc(OC(=O)C2CCN(C(=O)c3ccc(F)cc3)CC2)c1
→ 18	.	-0.6	0.3	8	1	-6	-3
> COc1ccc2cc(-c3ccccc3)ncc2c1
→ 8	-113	0.3	0.2	-2	0	-14	-4
> CC(C)NC(=O)N1CC[C@@H]2[C@H]1c1cc(Br)ccc1N(C)[C@H]2CO
→ -1	9	2.3	0.2	8	2	?	0
> CNc1ccccc1C(=O)OCC(=O)N1CCN(c2ccc(OC)cc2)CC1
→ -16	8	-0.6	0.1	-2	-4	-10	19
> c1cc2nc(C34CC5CC(CC(C5)C3)C4)[nH]c2cn1
→ 17	10	.	0.0	-17	-2	-3	-9
> CC(=O)Nc1ccc(C(=O)COC(=O)CCc2ccccc2)c(F)c1
→ -5	-6	-3.4	0.1	-3	.	0	-1
> C[C@H]1CN([C@@H](C)CO)C(=O)c2cc(NS(=O)(=O)c3cn(C)cn3)ccc2O[C@@H]1CN(C)CC1CC1
→ 7	-8	1.2	0.2	-10	-1	-8	.
> Cc1ccsc1C(=O)N1CCC1(C)C(=O)NCc1cccnc1 (stereo not drawn)
→ 13	-3	-1.0	-0.1	14	0	-16	.
> Cc1nn(-c2ccc(F)cc2)c(Cl)c1/C=C/C(=O)OCC(=O)Nc1c(F)c(F)c(F)c(F)c1F
→ -10	21	0.2	0.2	18	1	4	4
> CCc1ccc(N(CC(=O)NCc2ccco2)C(=O)CCC(=O)Nc2nccs2)cc1
→ 1	-1	-0.8	0.1	-1	3	12	0
> CNC[C@H]1Oc2ncc(C#CC3CCCC3)cc2C(=O)N([C@@H](C)CO)C[C@H]1C
→ -3	-22	-1.3	-0.1	-31	1	-2	40
> COCCNC(=O)C(c1ccc(C)cc1)N(C(=O)CCC(=O)Nc1ccccn1)c1ccc(C)cc1 (stereo not drawn)
→ -16	5	-0.8	0.1	2	5	1	-1
> CN(CC(=O)Nc1ccc2c(c1)OCO2)CC(=O)Nc1ccc(F)c(F)c1F
→ 13	-3	0.9	0.0	-2	-3	-4	.
> C[C@@H]1CN([C@H](C)CO)C(=O)c2cc(C#CC3(O)CCCC3)cnc2O[C@@H]1CN(C)S(=O)(=O)c1ccccc1
→ 5	-28	-0.9	0.1	-10	1	7	-5
> N#Cc1ccc(-c2nc3ccccc3nc2-c2ccccc2)cc1C#N
→ 10	40	1.0	0.0	8	-2	1	7
> COc1ccc(NC2CCCN(C(=O)CCc3scnc3C)C2)cc1 (stereo not drawn)
→ 8	-10	1.5	0.1	4	3	2	-1
> C[C@@H]1CN([C@@H](C)CO)C(=O)c2cccc(NC(=O)NC3CCCCC3)c2O[C@H]1CN(C)C(=O)Nc1ccc2c(c1)OCO2
→ 4	18	-1.9	-0.3	-17	-4	14	.
> CC(C)CC#Cc1cnc2c(c1)C(=O)N([C@H](C)CO)C[C@H](C)[C@H](CN(C)C(=O)Nc1ccccc1F)O2
→ -25	.	-0.6	-1.2	-3	5	-2	-2
> O=C(NCC(=O)N(c1ccc(F)cc1)C(C(=O)NC1CCCC1)c1cccnc1)c1ccco1 (stereo not drawn)
→ 2	-7	0.0	0.3	4	0	-1	-3
> COc1ccc(-c2csc(Nc3ccc(O)cc3)n2)cc1
→ -18	-39	-1.1	0.0	9	-2	1	.
> CN(C)CCN(Cc1ccco1)S(=O)(=O)c1csc(C(N)=O)c1
→ 9	-4	-0.4	0.1	.	2	0	-13
> COc1ccccc1NS(=O)(=O)c1ccc(Cl)cc1
→ -12	.	3.0	.	-10	-3	-1	-15
> C/C(=N/NC(=O)c1nnn(-c2nonc2N)c1COc1ccccc1)c1ccccc1Cl
→ .	-10	0.4	0.0	-13	2	12	4

An excerpt from above in order of their number in ARNT-TACC3 inh, lowest first:
Molecule	GSIS activator	F508del corr	ERp5 inh	ARNT-TACC3 inh
CN(C)CCN(Cc1ccco1)S(=O)(=O)c1csc(C(N)=O)c1	9	-0.4	2	-13
C[C@@H]1CN([C@H](C)CO)C(=O)c2cc(C#CC3(O)CCCC3)cnc2O[C@@H]1CN(C)S(=O)(=O)c1ccccc1	5	-0.9	1	-5
Cc1nn(-c2ccc(F)cc2)c(Cl)c1/C=C/C(=O)OCC(=O)Nc1c(F)c(F)c(F)c(F)c1F	-10	0.2	1	4

(next part)
Each structure is followed by: GSIS activator	PAX8 reporter	F508del corr	XiGFP reactiv	EWS-Fli block	ERp5 inh	DENV2 CPE	ARNT-TACC3 inh
> COc1ccccc1CNC(=O)C[C@H]1C[C@H]2c3cc(NC(=O)NC4CCCC4)ccc3O[C@H]2[C@@H](CO)O1
→ -1	-4	3.6	-0.1	-2	-5	12	0
> COCCn1c(Cc2cccn2C)nnc1SCC(=O)Nc1nccs1
→ 0	8	-1.3	0.3	1	-6	-1	-4
> C[C@@H]1CN([C@@H](C)CO)C(=O)c2cc(NC(=O)Cc3cn(C)c4ccccc34)ccc2O[C@@H]1CN(C)C(=O)Nc1ccc(F)cc1
→ -5	11	3.3	0.3	-10	0	?	.
> COc1ccc([N+](=O)[O-])c(C=CC(=O)c2ccccn2)c1
→ .	-40	0.7	0.0	23	5	14	.
> COC(=O)c1c(-c2ccc(OC)cc2)oc2ccc(-c3ccc(OC)nc3)cc12
→ 13	8	0.5	0.0	-2	-4	-9	-11
> Cc1ccc(S(=O)(=O)N(C)C[C@H]2OCCCC[C@@H](C)Oc3ccc(NC(=O)Nc4ccccc4)cc3C(=O)N([C@@H](C)CO)C[C@H]2C)cc1
→ -10	.	-1.9	0.2	13	5	-4	-4
> O=C1CN(Cc2ccccc2)C[C@@H]2[C@@H](c3ccc(Br)cc3)[C@H](CO)N12
→ 8	2	1.0	0.2	-10	-6	-8	.
> C[C@H](CO)N1C[C@H](C)[C@@H](CN(C)Cc2ccccc2)OCCCC[C@H](C)Oc2ccc(NC(=O)NC3CCCCC3)cc2C1=O
→ -17	-24	3.4	-0.8	-2	-3	5	13
> Cc1c(F)cccc1NS(=O)(=O)c1ccc2c(c1)c(C)cc(=O)n2C
→ 10	13	-0.3	0.2	12	-1	4	-2
> C=CCn1c(SCC(N)=O)nnc1-c1cnccn1
→ 5	-1	0.4	0.6	2	-1	-2	-3
> O=C(Cc1ccccc1)N1CC[C@@H]2[C@H](CO)Nc3ccc(C4=CCCCC4)cc3[C@@H]21
→ 7	59	-0.2	0.3	5	1	-28	11
> N#C[C@@H]1[C@@H](c2ccc(C3=CCCC3)cc2)[C@@H](CO)N1C(=O)NC1CCCCC1
→ -3	.	-0.8	-0.1	3	3	2	.
> COc1ccc(NC(=O)N(C)C[C@@H]2OCCCC[C@@H](C)Oc3ccc(NC(=O)c4ccccc4)cc3C(=O)N([C@@H](C)CO)C[C@@H]2C)cc1
→ -19	.	2.1	0.0	0	-2	-12	.
> Cc1ccc(OCCC(=O)OCC(=O)NC(=O)NC2CCCCC2)cc1
→ -11	-7	0.9	0.0	5	4	-5	.
> CN(C)S(=O)(=O)c1cccc(NC(=O)c2ccc(Sc3nncn3C)c([N+](=O)[O-])c2)c1
→ .	16	-0.5	0.0	5	7	6	7
> COc1ccc(CCN(C)C2CC(=O)N(c3ccccc3)C2=O)cc1OC (stereo not drawn)
→ 53	8	1.6	0.3	3	-8	-3	-4
> O=C(CSc1nnc(CNC(=O)c2ccco2)o1)Nc1cccc(F)c1
→ 4	-13	0.1	0.0	-6	8	5	-5
> CCNC(=O)NS(=O)(=O)c1cnccc1Nc1cccc(Cl)c1
→ 29	14	.	0.2	.	.	.	-4
> Cc1ccc(CN(CC(=O)NC2CCCCC2)C(=O)c2csnn2)cc1
→ 6	14	-1.1	0.3	6	-13	-2	4
> Cc1ccc(NC(=O)C2(C)CCN2C(=O)Cc2ccc(C(C)(C)C)cc2)cc1C (stereo not drawn)
→ -9	6	0.6	0.0	9	0	2	.
> COC(=O)c1cnc(N2CCCN(S(=O)(=O)c3ccccc3)CC2)nc1C(F)(F)F
→ -15	13	-0.5	0.0	14	2	6	-7
